Compound activity as filed in PubChem.
Mtb BioA inh: M. tuberculosis BioA enzyme inhibitors, primary screen, biochemical, plate reader, single point, HTS; 7,8-diaminopelargonic acid synthase BioA (Mycobacterium tuberculosis); 0.096% of 360,000 active; AID 602481, 2012; purified M. tuberculosis BioA enzyme; inhibition, % at 9.99 µM; in the data active = inhibition above about 40%
TcdB GH inh: TcdB glycohydrolase inhibitors, primary screen, biochemical, single point, plate reader. Toxin B (Clostridioides difficile), P18177. TcdB glycohydrolase enzymatic assay. inhibition, % at 9.99 µM. 0.24% of 350,000 active; in the data active = inhibition above about 10%
Target sequence (P18177 whole entry, looked up): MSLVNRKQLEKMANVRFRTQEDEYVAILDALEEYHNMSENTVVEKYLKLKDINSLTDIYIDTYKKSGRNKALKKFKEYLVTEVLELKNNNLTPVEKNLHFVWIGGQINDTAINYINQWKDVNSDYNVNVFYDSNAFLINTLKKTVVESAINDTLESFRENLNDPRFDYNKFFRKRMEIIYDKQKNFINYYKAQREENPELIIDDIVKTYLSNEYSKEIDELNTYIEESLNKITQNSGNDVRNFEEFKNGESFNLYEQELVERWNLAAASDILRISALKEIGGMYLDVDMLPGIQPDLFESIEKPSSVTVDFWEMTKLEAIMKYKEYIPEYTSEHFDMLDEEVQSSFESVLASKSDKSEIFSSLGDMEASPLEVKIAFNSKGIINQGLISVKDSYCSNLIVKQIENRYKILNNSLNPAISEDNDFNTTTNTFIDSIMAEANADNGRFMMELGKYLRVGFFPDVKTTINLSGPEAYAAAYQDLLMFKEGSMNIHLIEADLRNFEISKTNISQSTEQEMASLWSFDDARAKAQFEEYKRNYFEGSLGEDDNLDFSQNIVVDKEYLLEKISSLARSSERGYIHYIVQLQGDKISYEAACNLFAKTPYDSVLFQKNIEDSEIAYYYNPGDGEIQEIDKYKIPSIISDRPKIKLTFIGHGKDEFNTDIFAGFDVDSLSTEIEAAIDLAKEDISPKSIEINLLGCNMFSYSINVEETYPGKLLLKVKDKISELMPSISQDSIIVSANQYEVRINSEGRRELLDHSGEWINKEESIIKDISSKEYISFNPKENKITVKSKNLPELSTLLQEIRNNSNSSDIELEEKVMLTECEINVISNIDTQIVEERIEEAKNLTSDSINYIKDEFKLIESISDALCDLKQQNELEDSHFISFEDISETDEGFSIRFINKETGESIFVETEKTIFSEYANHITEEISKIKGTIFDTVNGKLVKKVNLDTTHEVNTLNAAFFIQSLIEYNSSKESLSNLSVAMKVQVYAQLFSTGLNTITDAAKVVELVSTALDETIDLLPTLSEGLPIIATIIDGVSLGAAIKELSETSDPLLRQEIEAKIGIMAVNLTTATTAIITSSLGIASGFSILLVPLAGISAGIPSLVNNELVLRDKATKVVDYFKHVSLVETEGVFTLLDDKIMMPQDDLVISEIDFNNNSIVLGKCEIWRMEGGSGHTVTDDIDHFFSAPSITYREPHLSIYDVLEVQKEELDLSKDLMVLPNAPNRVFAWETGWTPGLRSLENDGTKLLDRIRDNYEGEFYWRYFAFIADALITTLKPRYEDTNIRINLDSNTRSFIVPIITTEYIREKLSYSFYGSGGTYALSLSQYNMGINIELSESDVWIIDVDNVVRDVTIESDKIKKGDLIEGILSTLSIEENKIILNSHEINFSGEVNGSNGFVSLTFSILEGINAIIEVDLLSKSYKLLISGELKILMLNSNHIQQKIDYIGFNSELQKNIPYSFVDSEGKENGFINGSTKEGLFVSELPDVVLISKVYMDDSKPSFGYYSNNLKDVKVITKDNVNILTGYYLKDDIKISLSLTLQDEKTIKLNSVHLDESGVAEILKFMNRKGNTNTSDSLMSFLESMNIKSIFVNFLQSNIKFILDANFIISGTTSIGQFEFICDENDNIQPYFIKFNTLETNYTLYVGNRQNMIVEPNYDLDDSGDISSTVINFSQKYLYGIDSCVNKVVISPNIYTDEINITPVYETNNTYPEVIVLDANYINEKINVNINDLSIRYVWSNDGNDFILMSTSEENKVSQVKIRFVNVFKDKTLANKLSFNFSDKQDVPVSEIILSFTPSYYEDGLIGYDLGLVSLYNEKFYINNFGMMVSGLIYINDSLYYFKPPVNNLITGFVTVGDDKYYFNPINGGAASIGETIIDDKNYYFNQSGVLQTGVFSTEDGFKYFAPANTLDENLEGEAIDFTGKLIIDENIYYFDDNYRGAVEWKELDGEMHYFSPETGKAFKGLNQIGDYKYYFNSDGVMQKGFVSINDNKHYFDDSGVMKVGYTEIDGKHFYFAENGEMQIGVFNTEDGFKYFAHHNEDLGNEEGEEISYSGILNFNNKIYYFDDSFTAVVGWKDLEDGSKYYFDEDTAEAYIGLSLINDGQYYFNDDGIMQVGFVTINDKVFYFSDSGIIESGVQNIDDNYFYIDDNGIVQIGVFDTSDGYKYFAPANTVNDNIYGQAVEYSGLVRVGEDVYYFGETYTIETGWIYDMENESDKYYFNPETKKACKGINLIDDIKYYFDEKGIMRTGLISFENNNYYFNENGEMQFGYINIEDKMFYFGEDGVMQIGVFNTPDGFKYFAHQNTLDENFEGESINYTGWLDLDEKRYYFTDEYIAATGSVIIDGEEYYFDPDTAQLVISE
Starred values were filed as active, the others as inactive; & = joins results of further samples. Only part of the results is shown, so the mix of outcomes need not match the whole.

entry	Structure	Mtb BioA inh	TcdB GH inh
1	Cc1noc(C)c1NC(=O)N(C)C[C@@H]1Oc2ccc(NC(=O)CCC(F)(F)F)cc2CC(=O)N([C@@H](C)CO)C[C@H]1C	-0.8	-0.8
2	Cc1noc(C)c1NC(=O)Nc1cccc2c1O[C@H](CN(C)Cc1ccc3c(c1)OCO3)[C@@H](C)CN([C@@H](C)CO)C2=O	1.2	2.9
3	C/C=C/c1ccc([C@H]2[C@@H](CO)N(C(=O)CC)[C@@H]2CNC(=O)CC)cc1	-1.6	-1.6
4	C[C@@H]1CN([C@@H](C)CO)C(=O)c2cccc(NC(=O)c3ccc(-c4nccs4)cc3)c2O[C@@H]1CN(C)Cc1ccc(C(=O)O)cc1	-2.9	-0.3
5	CO[C@H]1CN(C)C(=O)c2cc(NC(=O)C3CCC3)ccc2OC[C@H](C)N(Cc2cccnc2)C[C@H]1C	-2.4	-2.0
6	COc1ccccc1C#Cc1ccc([C@@H]2[C@H]3CN(C(=O)C4CCC4)CCCCN3[C@H]2CO)cc1	-0.3	0.1
7	COCC(=O)Nc1ccc2c(c1)C(=O)N(C)C[C@H](OC)[C@H](C)CN(C(=O)NC(C)C)[C@@H](C)CO2	-1.8	-0.6
8	C[C@@H]1CN([C@@H](C)CO)S(=O)(=O)c2ccc(C3=CCCC3)cc2O[C@@H]1CN(C)S(=O)(=O)c1ccc(F)cc1	-2.1	0.7
9	CCCN(C)C[C@H]1Oc2cc(C#Cc3ccc(OC)cc3)ccc2S(=O)(=O)N([C@@H](C)CO)C[C@H]1C	-2.3	-0.7
10	COc1ccc(-c2ccc([C@@H]3[C@H](CO)N4CCCCN(C(=O)NC(C)C)C[C@@H]34)cc2)cc1	0.3	1.9
11	Cc1ccc(S(=O)(=O)N[C@H]2C=C[C@@H](CC(=O)NCc3ccc(Cl)c(Cl)c3)O[C@@H]2CO)cc1	-2.3	-0.7
12	Cc1noc(C)c1NC(=O)N(C)C[C@@H]1OCCCC[C@@H](C)Oc2ccc(NC(=O)NC3CCCCC3)cc2C(=O)N([C@H](C)CO)C[C@@H]1C	-2.7	0.5
13	CN1CCN(C(=O)C[C@@H]2CC[C@H]3[C@@H](COC[C@@H](O)CN3CC3CCCCC3)O2)CC1	-1.2	-4.1
14	C[C@@H]1CN([C@H](C)CO)C(=O)c2cc(NC(=O)Nc3ccccc3)ccc2O[C@@H]1CN(C)Cc1ccc(-c2ccccc2)cc1	-4.9	0.5
15	C[C@H](CO)N1C[C@H](C)[C@@H](CN(C)Cc2ccc(Cl)c(Cl)c2)Oc2c(NS(C)(=O)=O)cccc2C1=O	-0.9&1.0	-0.3&1.5
16	O=C(N[C@@H]1C=C[C@H](CC(=O)N2CCC(Cc3ccccc3)CC2)O[C@@H]1CO)c1cnccn1	-2.8	-0.1
17	OC[C@H]1[C@@H](c2ccc(/C=C/c3ccccc3)cc2)[C@H]2CN(Cc3ccncc3)CCCCN21	-3.0	0.2
18	CN(C)C(=O)C[C@H]1C[C@H]2c3cc(NC(=O)NC4CCCC4)ccc3O[C@H]2[C@@H](CO)O1	0.2	-0.7
19	C[C@H]1CN([C@@H](C)CO)C(=O)c2cc(NC(=O)Cc3ccccc3)ccc2O[C@H]1CN(C)Cc1ccc(C(=O)O)cc1	-0.2	-0.3
20	C[C@H](O)C#Cc1ccc2c(c1)O[C@H](CN(C)C(=O)Nc1ccccc1)[C@H](C)CN([C@@H](C)CO)S2(=O)=O	5.7	0.5
21	C[C@H]1CCCCO[C@H](CN(C)S(=O)(=O)c2ccccc2)[C@@H](C)CN([C@@H](C)CO)C(=O)c2cc(NC(=O)c3ccccc3)ccc2O1	-3.4	-1.7
22	O=C([C@H]1[C@H](CO)[C@H]2Cn3c(ccc(C4=CCCC4)c3=O)[C@@H]1N2Cc1nccs1)N1CCCCC1	-1.6	-1.2
23	COc1ccc(S(=O)(=O)N(C)C[C@H]2OCCCC[C@H](C)Oc3ccc(NS(=O)(=O)c4ccc(C)cc4)cc3C(=O)N([C@H](C)CO)C[C@@H]2C)cc1	0.0	1.6
24	O=C([C@H]1[C@H](CO)[C@H]2Cn3c(cccc3=O)[C@H]2N1CC1CCCC1)N1CCOCC1	-0.8	0.4
25	CO[C@@H]1CN(C)C(=O)c2ccc(NC(=O)C3CCC3)cc2OC[C@@H](C)N(CC2CCCCC2)C[C@@H]1C	-1.6	0.5
26	CCCC#Cc1ccc2c(c1)O[C@@H](CN(C)C(=O)CC)[C@@H](C)CN([C@H](C)CO)S2(=O)=O	1.8	-2.0
27	C[C@H]1CN([C@@H](C)CO)C(=O)c2cccc(NC(=O)NC3CCCCC3)c2O[C@@H]1CN(C)Cc1ccc(C(=O)O)cc1	-0.7	0.2
28	C=CC[C@]12N=C(c3ccc(OCCCO)cc3)O[C@H]1c1ccccc1CN(Cc1ccccc1)C2=O	-0.1	1.1
29	CCCNC(=O)N[C@H]1C=C[C@@H](CC(=O)N2CCN(C)CC2)O[C@@H]1CO	0.2	-4.0
30	C[C@H](CO)N1C[C@H](C)[C@H](CN(C)Cc2ccc(Oc3ccccc3)cc2)Oc2c(NC(=O)Nc3cccc4ccccc34)cccc2C1=O	-6.6	0.2
31	CN(C)CC(=O)N1[C@@H](C#N)[C@H](c2ccc(-c3ccccc3F)cc2)[C@@H]1CO	-1.0	-2.1
32	C[C@@H]1CN([C@@H](C)CO)C(=O)c2cccc(NC(=O)Nc3ccc(C(F)(F)F)cc3)c2O[C@@H]1CN(C)S(=O)(=O)c1cccs1	0.3	0.4

A second format for part of the listing above.
29) CCCNC(=O)N[C@H]1C=C[C@@H](CC(=O)N2CCN(C)CC2)O[C@@H]1CO
  Mtb BioA inh: 0.2	TcdB GH inh: -4.0

30) C[C@H](CO)N1C[C@H](C)[C@H](CN(C)Cc2ccc(Oc3ccccc3)cc2)Oc2c(NC(=O)Nc3cccc4ccccc34)cccc2C1=O
  Mtb BioA inh: -6.6	TcdB GH inh: 0.2

31) CN(C)CC(=O)N1[C@@H](C#N)[C@H](c2ccc(-c3ccccc3F)cc2)[C@@H]1CO
  Mtb BioA inh: -1.0	TcdB GH inh: -2.1

The list goes on:
entry	Structure	Mtb BioA inh	TcdB GH inh
33	CC(=O)N(C)C[C@H]1Oc2cc(C#Cc3cccnc3)ccc2S(=O)(=O)N([C@H](C)CO)C[C@@H]1C	7.9	1.5
34	CO[C@H]1O[C@H](CO)[C@@H](OC(=O)Nc2ccccc2)[C@H](OC(=O)Nc2ccc3c(c2)OCO3)[C@H]1OC(=O)Nc1ccc2c(c1)OCO2	-2.5	-2.5
35	C[C@@H]1CCCCO[C@@H](CN(C)C(=O)Nc2ccc(F)cc2)[C@H](C)CN([C@@H](C)CO)C(=O)c2cc(NC(=O)c3ccncc3)ccc2O1	0.5	-2.1
36	COc1ccc(-c2cn(CC[C@@H]3CC[C@@H](NC(=O)CCN4CCCCC4)[C@@H](CO)O3)nn2)cc1	-0.2	-0.2
37	COc1ccc(S(=O)(=O)Nc2ccc3c(c2)C(=O)N([C@@H](C)CO)C[C@H](C)[C@@H](CN(C)Cc2ccc(Cl)c(Cl)c2)O3)cc1	-1.2	-1.3
38	COCC#Cc1ccc([C@H]2[C@@H](CO)N3CCCCN(Cc4cccnc4)C[C@@H]23)cc1	4.9	0.5
39	O=C(C[C@H]1C[C@@H]2c3cc(NC(=O)Nc4ccccc4)ccc3O[C@@H]2[C@H](CO)O1)NCc1ccccc1	-2.3	-1.6
40	O=C(Nc1cc(Cl)cc(Cl)c1)N[C@H]1CC[C@H](CCNS(=O)(=O)c2cccc(F)c2)O[C@@H]1CO	2.4	0.5

Part of the list above, set out differently.
35) C[C@@H]1CCCCO[C@@H](CN(C)C(=O)Nc2ccc(F)cc2)[C@H](C)CN([C@@H](C)CO)C(=O)c2cc(NC(=O)c3ccncc3)ccc2O1
36) COc1ccc(-c2cn(CC[C@@H]3CC[C@@H](NC(=O)CCN4CCCCC4)[C@@H](CO)O3)nn2)cc1
34) CO[C@H]1O[C@H](CO)[C@@H](OC(=O)Nc2ccccc2)[C@H](OC(=O)Nc2ccc3c(c2)OCO3)[C@H]1OC(=O)Nc1ccc2c(c1)OCO2
entry no.	35	36	34
Mtb BioA inh	0.5	-0.2	-2.5
TcdB GH inh	-2.1	-0.2	-2.5

More records follow.
entry	Structure	Mtb BioA inh	TcdB GH inh
41	C[C@H]1CCCCO[C@@H](CN(C)C(=O)CCC(F)(F)F)[C@@H](C)CN([C@@H](C)CO)C(=O)c2cc(NS(=O)(=O)c3cn(C)cn3)ccc2O1	-1.6	0.7
42	C[C@H]1CN([C@@H](C)CO)S(=O)(=O)c2ccc(-c3ccncc3)cc2O[C@@H]1CN(C)C(=O)c1cccc(F)c1	1.6	-0.1
43	C[C@H]1CN([C@@H](C)CO)C(=O)c2cccc(NC(=O)C3CCCCC3)c2O[C@H]1CN(C)S(C)(=O)=O	0.0	-0.5
44	C[C@H]1CN([C@@H](C)CO)S(=O)(=O)c2ccc(-c3cccc(C(=O)N(C)C)c3)cc2O[C@@H]1CN(C)C(=O)Nc1ccccc1	-2.1	-0.7
45	Cc1ccc(S(=O)(=O)N(C)C[C@@H]2Oc3ccc(NS(C)(=O)=O)cc3C(=O)N([C@@H](C)CO)C[C@H]2C)cc1	-0.3	0.1
46	Cc1noc(C)c1S(=O)(=O)Nc1ccc2c(c1)C(=O)N([C@@H](C)CO)C[C@@H](C)[C@H](CN(C)Cc1ccc3c(c1)OCO3)OCCCC[C@H](C)O2	1.1	-2.8
47	CCC(=O)Nc1ccc2c(c1)C(=O)N(C)C[C@@H](OC)[C@@H](C)CN(CC1CC1)[C@H](C)CO2	-1.1	1.9
48	CC=Cc1ccc2n(c1=O)C[C@@H]1[C@@H](CO)[C@H](C(=O)NCCc3ccncc3)[C@H]2N1Cc1ccncc1 (mixture of isomers)	-1.7	-0.6
49	CCCNC(=O)N1[C@H](CO)[C@@H](c2ccccc2)[C@@H]1CNC(=O)c1ccccc1	-0.1	-1.0
50	C[C@@H]1CN([C@@H](C)CO)S(=O)(=O)c2ccc(C#CC3CC3)cc2O[C@H]1CN(C)CC1CCOCC1	-1.3	-0.3
51	C[C@H]1CN([C@@H](C)CO)C(=O)Cc2cc(NC(=O)Nc3ccc(F)cc3)ccc2O[C@@H]1CN(C)S(=O)(=O)c1ccccc1	-0.2	-0.4
52	C[C@H]1CCCCO[C@H](CN(C)C(=O)C2CCCCC2)[C@@H](C)CN([C@@H](C)CO)C(=O)c2cc(NS(C)(=O)=O)ccc2O1	2.0	-0.1
53	CC(C)NC(=O)N[C@H]1C=C[C@H](CC(=O)NCCN2CCCC2)O[C@@H]1CO	2.0	0.0
54	Cc1ccccc1-c1ccc2c(c1)O[C@@H](CN(C)C)[C@H](C)CN([C@H](C)CO)S2(=O)=O	3.0	0.4
55	Cc1noc(C)c1S(=O)(=O)Nc1ccc2c(c1)C(=O)N([C@@H](C)CO)C[C@H](C)[C@H](CN(C)Cc1ccncc1)O2	1.1	0.3
56	CCNC(=O)Nc1ccc2c(c1)C(=O)N(C)[C@H]1CC[C@H](CC(=O)Nc3ccccc3Cl)O[C@@H]1CO2	-2.4	0.2
57	CC(C)CC#Cc1ccc2c(c1)O[C@@H](CN(C)C(=O)NC(C)C)[C@@H](C)CN([C@@H](C)CO)S2(=O)=O	1.9	0.6
58	CC=Cc1ccc2n(c1=O)C[C@H]1[C@H](CO)[C@@H](C(=O)N3CCC(Cc4ccccc4)CC3)N(CC)[C@@H]21 (mixture of isomers)	0.3	-0.1
59	CC=Cc1ccc2n(c1=O)C[C@H]1[C@H](CO)[C@@H](C(=O)N[C@@H](C)c3ccccc3)[C@@H]2N1CC (mixture of isomers)	0.2	1.2
60	CS(=O)(=O)Nc1ccc2c(c1)[C@@H]1C[C@H](CC(=O)NCc3ccncc3)O[C@H](CO)[C@@H]1O2	1.5	0.3
61	Cc1cc(C(=O)Nc2cccc3c2O[C@@H](CN(C)S(=O)(=O)c2cccs2)[C@H](C)CN([C@@H](C)CO)C3=O)n(C)n1	-1.5	0.3
62	N#Cc1ccc(-c2ccc([C@H]3[C@@H](CO)N4CCCCN(C(=O)Nc5ccc(F)cc5)C[C@H]34)cc2)cc1	-6.7	1.1
63	CN1CCCCN2[C@H](CO)[C@H](c3ccc(C#Cc4ccccc4F)cc3)[C@H]2C1	-0.7	0.1
64	COc1cccc(NC(=O)N[C@@H]2C=C[C@@H](CC(=O)NCc3ccccn3)O[C@@H]2CO)c1	-2.7	0.1
65	COc1ccccc1NC(=O)N1CCCCN2[C@H](C1)[C@@H](c1ccc(-c3ccccc3)cc1)[C@@H]2CO	-1.1	0.3
66	CN1C(=O)c2cc(NC(=O)NC3CCCC3)ccc2OC[C@H]2O[C@H](CC(=O)NC3CCC3)CC[C@@H]21	0.3	-0.2
67	Cc1ccc(S(=O)(=O)N(C)C[C@@H]2Oc3c(NC(=O)Nc4cccc5ccccc45)cccc3C(=O)N([C@@H](C)CO)C[C@H]2C)cc1	0.1	-1.2
68	CCCC(=O)Nc1ccc2c(c1)C(=O)N(C)C[C@H](OC)[C@H](C)CN(CCC(F)(F)F)[C@H](C)CO2	-0.8	-0.8
69	Cc1ccc(S(=O)(=O)N(C)C[C@H]2OCCCC[C@@H](C)Oc3ccc(NS(C)(=O)=O)cc3C(=O)N([C@@H](C)CO)C[C@H]2C)cc1	-0.2	-0.2
70	COC(=O)[C@H]1[C@H](CO)[C@H]2Cn3c(ccc(/C=C/c4ccccc4)c3=O)[C@@H]1N2C(=O)C1CC1	-1.5	-0.5
71	COc1ccc(S(=O)(=O)Nc2ccc3c(c2)C(=O)N([C@H](C)CO)C[C@H](C)[C@H](CN(C)C(=O)c2ccncc2)OCCCC[C@@H](C)O3)cc1	-0.7	1.1
72	C[C@@H]1CN([C@H](C)CO)C(=O)c2cc(-c3cccnc3)cnc2O[C@@H]1CN(C)C	-1.2	-0.1
73	CC(C)NC(=O)Nc1ccc2c(c1)C(=O)N([C@@H](C)CO)C[C@H](C)[C@@H](CN(C)Cc1ccc(Cl)c(Cl)c1)OCCCC[C@H](C)O2	3.3	0.2
74	CC(C)NC(=O)N[C@@H]1CC[C@@H](CCNC(=O)C2CCOCC2)O[C@@H]1CO	-0.4	-0.3
